From PubChem BioAssay
GPR35 arrestin U2OS: GPR35 antagonists blocking zaprinast-driven arrestin recruitment, primary screen, imaging, U2OS, beta-arrestin-GFP, zaprinast agonist (AID 2058); U2OS GPR35 beta-arrestin-GFP translocation imaging, zaprinast antagonism; higher % means a stronger effect; one-dose inhibition, % at 10 µM; IC50 in µM for titrated hits; hit rate 0.052% among 290,000;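 active means inhibition of at least 50% with at least 30 cells and total cytoplasm GFP at most 10,000,000; inconclusive means under 30 cells or total GFP of 10,000,000 plus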
GPR55 antagonists: GPR55 antagonists blocking LPI-driven arrestin recruitment, primary screen, imaging, U2OS, beta-arrestin-GFP, LPI agonist (AID 2013); U2OS GPR55 beta-arrestin-GFP translocation imaging, LPI antagonism; higher % means a stronger effect; one-dose inhibition, % at 10 µM; IC50 in µM for titrated hits; hit rate 0.13% among 290,000;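 active means spots per cell inhibited over 60%, with over 100 cells counted and total cytoplasm intensity under 500,000; inconclusive means wells with under 100 cells, flagged as likely toxic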;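 further: U2OS cells stably carrying GPR55 and arrestin-GFP stimulated by 5 µM LPI near EC80; imaged beta-arrestin-GFP aggregate spots per cell after agonist stimulation; plate controls were LPI-stimulated DMSO wells for no effect and DMSO wells without LPI for full effect; some results filed as inactive read as strong as hits; confirmed hits need IC50 under 10 µM and bright autofluorescent wells are also inconclusive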
HIV fusion peptide: inhibitors of HIV fusion peptide binding, primary screen, biochemical, uHTS, fluorescence dequenching (AID 1986) | hit rate 0.3% among 290,000 | cell-free peptide binding, fluorescence dequenching, 30 min; higher % means a stronger effect | one-dose inhibition, % at 20 µM; IC50 in µM for titrated hits; in the data active means inhibition mostly above about 52%, no sharp cut-off; inactive means mostly below about 76%; further: some results filed as inactive read as strong as hits
Large T inhibition: TAg ATPase/helicase activity blockers – biochemical (AID 1903) | SV40 large T antigen ATPase/helicase inhibition assay; higher % means a stronger effect | one-dose inhibition, % at 20 µM; IC50 in µM for titrated hits | hit rate 0.39% among 310,000; in the data active means a potency from the dose series; inconclusive means inhibition mostly from about 32% at the one dose, without a potency; inactive means the rest, 99 in 100 with inhibition below about 32%; further: strong numbers were not always called active
PhoP inhibition: inhibitors of PhoP regulon expression, primary screen, Salmonella Typhimurium, GFP reporter (AID 1863) | S. Typhimurium PhoP-regulated promoter GFP reporter, 4 h; higher % means a stronger effect | one-dose inhibition, % at 50 µM; IC50 in µM for titrated hits | hit rate 0.16% among 300,000;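 active means inhibition over 29.93%, a cutoff 3 SD above the screen mean, later confirmed by dose response; inconclusive means inhibition over 29.93% but no dose response follow-up; inactive means inhibition at most 29.93% or unconfirmed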;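 further: 0% = low Mg2+ inducing control and 100% = high Mg2+ repressing control; strong numbers were not always called active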
RSV CPE inhibition: inhibition of RSV-induced cytopathic effect – HEp-2 cells, primary 10 µM value included (AID 2391); HEp-2 cells, RSV-induced CPE inhibition; higher % means a stronger effect; CPE inhibition, % at 10 µM; hits with a dose series show IC50 in µM; hit rate 0.13% among 310,000; in the data active means a potency from the dose series; inconclusive means CPE inhibition mostly from about 23% at the one dose, without a potency; inactive means the rest, 99 in 100 with CPE inhibition below about 21%; further: strong numbers were not always called active
UTI89 phage lysis: protection from phage-mediated lysis, alamar blue read-out – E. coli UTI89, K1F phage, bacterial capsule biogenesis inhibitors (AID 488966); inhibition, % at 100 µM; hits with a dose series show IC50 in µM; E. coli UTI89 K1F phage lysis, alamar blue, 2 h; higher % means a stronger effect; hit rate 0.02% among 340,000;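 active means phage lysis inhibition, versus mean bacterial control, above a set limit; inconclusive means no clear call, values can overlap the other calls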;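 further: capsule biogenesis inhibitors block K1F phage lysis so surviving cells raise fluorescence; higher fluorescence means more inhibition of phage lysis; actives were called in the ten point dose series up to 300 µM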
NS5 inhibitors: flavivirus cap methylation enzyme inhibition – biochemical, confirmation dose response, primary screen (AID 588689) | Dengue-2 NS5 methyltransferase capping enzyme assay, biochemical; higher % means a stronger effect | inhibition, % at 25 µM; hits with a dose series show IC50 in µM | hit rate 0.3% among 340,000; in the data active means a potency from the dose series; inconclusive means inhibition above about 29% without an active follow-up result
Rac1 GTP hydrolysis: MgcRacGAP GTPase-activating activity inhibitors, confirmation, biochemical, ADP Hunter fluorescence. MgcRacGAP-stimulated Rac1 GTP hydrolysis, ADP Hunter fluorescence; higher % means a stronger effect; GST-tagged Rac1 F28L mutant substrate. inhibition, % at 30 µM, or IC50 in µM where a hit was titrated. hit rate 0.6% among 340,000. AID 624330;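 active means first-screen hits whose inhibition reached a set limit at any dose in the follow-up dose series; inconclusive means inhibition above the set first-screen limit but never retested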;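 further: fluorescence reports GDP produced by GAP-driven GTP hydrolysis; strong numbers were not always called active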
NS5 inhibitors pilot replicate: also measured in NS5 inhibitors; calls as there; inhibition, %; measured here: pilot screen replicate inhibition
An asterisk follows results filed as active; ? = inconclusive; · = not tested or not shown; [ ] = dose if it differs, or a comment. Outcome played no part in choosing rows; about 1.5% have a hit in one of these screens.

SMILES	GPR35 arrestin U2OS	GPR55 antagonists	HIV fusion peptide	Large T inhibition	PhoP inhibition	RSV CPE inhibition	UTI89 phage lysis	NS5 inhibitors	Rac1 GTP hydrolysis	others
COc1ccc(C(=O)Oc2cc(C)c(CN3CCOCC3)cc2C)cc1OC	14%	-2%	0.1%	11%	-2%	5.8%	0.0%	-3%	8%
Cc1cc(C)c2c(CN3CCOCC3)cc(=O)oc2c1	-10%	9%	0.1%	16%	4%	1.2%	2.6%	-4%	12%
COc1ccc(-c2n[nH]c3c2CN(C(=O)c2ccc(OC)c(OC)c2)CC3)cc1	-9%	33%	-0.7%	3%	3%	0.2%	0.0%	3%	5%
Cc1ccc(-c2nc(CN3CCCCC3c3cccc(F)c3)c(C)o2)o1 (configuration not stated)	-15%	25%	6.0%	11%	2%	-1.3%	0.8%	-16%	-2%
COc1ccc(OC)c(NC(=O)CSc2nnc(CNc3ccc(F)cc3)o2)c1	-14%	3%	4.0%	1%	-2%	1.4%	0.0%	2%	9%
O=C1CC(=O)Nc2cc(S(=O)(=O)N3CCN(c4ccc([N+](=O)[O-])cc4)CC3)ccc2N1	8%	18%	5.2%	7%	-6%	5.9%	0.2%	-5%	12%
O=C(O)c1ccc(CN2C(=O)CSC2=S)cc1	-9%	2%	0.6%	31%	-8%	5.1%	?	14%	4%
c1ccc(C2CCC(N3CCNCC3)CC2)cc1 (configuration not stated)	11%	-4%	-2.1%	-1%	28%	0.5%	1.9%[50 µM]	-4%	5%
O=S(=O)(c1ccc(F)cc1)N1CCN(S(=O)(=O)c2cc(F)ccc2F)CC1	-3%	3%	-1.0%	8%	0%	-0.4%	-0.4%	3%	12%
COc1c2ccc(C(=O)NCCCCc3ccccc3)cc2nn1C	15%	6%	-3.1%	8%	-4%	1.1%	-0.3%	-10%	4%
Cc1onc(-c2ccccc2)c1C(=O)NCc1cccs1	12%	-3%	7.1%	1%	3%	1.2%	8.3%	2%	2%
O=C(c1cccc([N+](=O)[O-])c1)N1CCN(Cc2ccc3c(c2)OCO3)CC1	14%	8%	-1.0%	3%	1%	2.7%	-0.2%	1%	1%
CCOc1ccccc1/C=N/NC(=O)c1cc(C(C)C)[nH]n1	-12%	-27%	0.8%	12%	1%	1.2%	-0.2%	-2%	9%
CCOc1ccc(CNS(=O)(=O)c2cccs2)cc1OCC	2%	6%	1.0%	-1%	-3%	0.6%	0.3%	5%	7%	NS5 inhibitors pilot replicate=0.3
COc1ccc(Cl)cc1C(=O)NNC(=O)c1ccncc1	-1%	-15%	0.1%	7%	3%	1.6%	-1.1%	3%	5%
CC(=O)c1ccc(NC(=O)Nc2ccc(Br)cc2C)cc1	7%	1%	-1.4%	13%	-5%	3.4%	0.7%	-9%	5%
Cc1nnc(NC(=O)c2csc3c2CCCC3)s1	-10%	-3%	1.6%	5%	0%	-0.1%	·	·	·
CCCCCC(=O)Nc1cccc(C2=NOC3(C2)C[C@@H](C(N)=O)N(C(=O)CC(c2ccccc2)c2ccccc2)C3)c1 (some centres not stated)	-9%	9%	5.3%	20%	-1%	-3.1%	-3.6%	-7%	-1%
COc1ccc(S(=O)(=O)NCCOc2ccccc2)cc1C	-2%	-16%	-1.3%	18%	3%	0.6%	-1.5%	11%	1%
CCCCCNC(=O)CCCCn1c(=O)[nH]c2cc(OCC)c(OCC)cc2c1=O	9%	28%	4.0%	7%	-4%	0.3%	0.2%	-5%	8%
CC(Oc1ccc2c3c(c(=O)oc2c1)CCC3)C(=O)NCCCn1ccnc1 (configuration not stated)	-5%	12%	-1.8%	4%	11%	3.0%	-0.3%	-3%	-25%
O=C(c1ccccc1)N1CCN(Cc2c[nH]c3ccccc23)CC1	-4%	13%	-1.7%	9%	18%	0.8%	0.7%	-6%	-4%
CC(=O)c1ccc(NC(=O)c2cccs2)cc1	20%	3%	0.9%	11%	2%	0.7%	2.9%	3%	2%
Cc1ccc(C)c(CN2CCC(CNC(=O)Nc3ccc(Br)cc3F)CC2)c1	-18%	-2%	-0.8%	-3%	4%	15%	2.9%[50 µM]	-3%	4%
CC(C)c1ccc(N(CC(=O)NC(C)(C)C)C(=O)CCC(=O)Nc2nccs2)cc1	-2%	-3%	1.1%	9%	4%	3.1%	-0.2%	-4%	11%	NS5 inhibitors pilot replicate=0.9
CCCc1cc(=O)[nH]c(SCc2cccnc2)n1	9%	6%	0.2%	6%	1%	2.3%	0.1%	5%	7%
O=C(NCCc1ccc(Cl)cc1)c1ccc(=O)[nH]c1	14%	3%	-2.3%	6%	10%	7.0%	-0.6%	-4%	2%
Cc1ccc(N2C(=O)C3C4C=CC(C4)C3C2=O)cc1 (configuration not stated)	2%	9%	2.9%	1%	2%	1.0%	5.1%	-1%	3%
CCC1(CC)C(=O)C2=C3C1[C@H](C(=O)OC)CC(C(=O)OC)C[C@H]3n1c(=O)n(C)c(=O)n1[C@H]2C (some centres not stated)	·	·	·	6%	-7%	3.1%	0.4%	1%	4%
O=C(NC1CCCC1)C1CCC(=O)N1CCc1ccccc1 (configuration not stated)	-2%	2%	-1.3%	2%	4%	2.1%	3.1%	-3%	-6%
COC(=O)c1c(C(=O)OC)c(-c2cccc(Cl)c2)n2c1CS(=O)(=O)C2	4%	7%	-0.8%	2%	0%	1.4%	-0.1%	-13%	5%
COc1ccc(-c2cc(C(=O)N3CCCc4ccccc43)no2)cc1	6%	-3%	10%	11%	0%	12%	0.4%	2%	5%
NC(=O)COC(=O)CNC(=O)c1cc(Cl)cc([N+](=O)[O-])c1	6%	-2%	-1.9%	-1%	3%	-0.2%	-0.1%	2%	1%
CC1(C)CC(=O)c2c(Cc3ccccc3)n[nH]c2C1	12%	0%	-2.5%	2%	6%	1.4%	0.4%	-4%	9%
CCOC(=O)c1nc2sc3c(c2c(=O)n1C(C)C(=O)OCC)CCCC3 (configuration not stated)	-8%	-10%	-1.2%	7%	-7%	1.7%	-0.3%	-9%	6%
COc1cc(/C=N/N2C(=O)CSC2=S)cc(Br)c1O	10%	-10%	35%	13µM*	7%	·	2.7%	20%	24%
O=C(NCCc1ccc(F)cc1)N[C@@H](Cc1ccccc1)C(=O)O	-4%	7%	-0.4%	5%	-9%	0.0%	-0.2%	0%	7%
CCOC(=O)CC(NC(=O)c1ccccc1F)c1ccc(C)cc1 (configuration not stated)	-8%	3%	-0.7%	5%	-2%	0.8%	0.4%	-3%	3%
NC(=O)c1ccccc1OCC(=O)N1CCc2ccccc2C1	-7%	-8%	-1.6%	4%	7%	?	0.0%	19%	2%
Cc1ccc(C(=O)CSc2nc3ccc(C(=O)NCCN4CCCCC4)cc3c(=O)[nH]2)cc1	-4%	-13%	-1.2%	23%	-5%	0.2%	1.0%	1%	12%
Cc1ccc(C)c(N(C)C(=O)c2coc(=O)c3ccccc23)c1	-4%	0%	-2.8%	24%	6%	2.3%	-1.0%	-2%	1%
COc1ccc(CCNC(=O)c2cc3c(F)cccc3s2)cc1OC	-2%	2%	-0.8%	3%	5%	7.2%	0.0%	-3%	8%
CCc1ccc(S(=O)(=O)NCCc2csc(-c3cccnc3)n2)s1	-10%	2%	-3.3%	11%	4%	1.5%	-0.8%	-6%	4%
CCn1cc(C(=O)NCCC2=CCCCC2)c(=O)c2cc(S(=O)(=O)N(C)C)ccc21	-2%	-4%	2.0%	7%	23%	2.4%	-3.0%	-1%	1%
CCOC(CNC(=O)c1cc(C)nn1-c1ccccc1)OCC	-4%	4%	2.1%	6%	-4%	0.9%	2.2%	1%	9%
CCc1ccc(OCC(=O)NC(=S)Nc2ccc(F)cc2)c(Br)c1	13%	13%	0.5%	8%	-2%	1.5%	-0.1%	-5%	4%
Cc1ccc(N(CC(=O)NCCc2ccccc2)C(=O)c2csnn2)cc1	10%	8%	-1.9%	4%	16%	0.3%	0.1%	-2%	5%
Cc1ccc(NC(=O)C(C)N2CCc3ccccc3C2)cc1 (configuration not stated)	16%	2%	2.6%	4%	3%	0.1%	-0.1%	-12%	6%
Cc1c(C(=O)OCC(C)C)[nH]c2c1C(=O)CC(c1ccco1)C2 (configuration not stated)	-3%	-26%	12%	15%	0%	1.3%	1.5%	4%	-1%
COc1ccc(C(=S)N2CCOCC2)cc1OS(=O)(=O)c1ccc(Br)cc1	12%	2%	-1.7%	12%	7%	8.1%	0.1%	3%	6%
O=c1cc(C(F)(F)F)nc(-n2[nH]c3c(c2=O)CCCC3)[nH]1	-5%	-1%	28%	-4%	7%	-1.0%	0.0%	-31%	6%
Cc1occc1C(=O)Nc1ccc(S(=O)(=O)N2CCN(C)CC2)cc1	11%	2%	-3.5%	5%	-1%	0.1%	1.1%	-4%	4%
COc1ccc(S(=O)(=O)N2CCCN(CC(=O)Nc3ccc(OC)c(Cl)c3)CC2)cc1	2%	13%	-4.4%	1%	2%	-0.2%	-0.3%	-8%	12%
N#CCCn1nc(-c2ccc(Br)cc2)cc1Nc1ccccc1NC(=O)C(F)(F)F	-10%	6%	3.6%	49%	-3%	?	2.3%[50 µM]	1%	12%
Cc1ccc(S(=O)(=O)N2CCOCC2)cc1C(=O)N1C(=O)c2cccc(N)c2C1=O	3%	5%	-1.2%	7%	3%	0.2%	1.2%	10%	-5%
CCc1cccc(CC)c1NC(=O)C(CC)Sc1nc2ccncc2[nH]1 (configuration not stated)	10%	-1%	-1.1%	·	·	-0.8%	0.4%	-1%	7%
O=C(CCCn1nnnc1CN1CCOCC1)N1CCN(c2ccccc2F)CC1	1%	10%	1.1%	19%	-1%	1.4%	0.0%	5%	8%
O=C(CN1C(=O)C2CCCCN2C(=O)c2ccccc21)Nc1ccc(F)cc1 (configuration not stated)	1%	-1%	0.0%	2%	-2%	1.4%	-0.8%	-4%	-4%
